From PubChem
V1R ag counter: V1a receptor agonism, counter-screen for OXTR agonists; P37288; CHO-V1R cells, Fluo-8 calcium fluorescence, agonist mode; 0% DMSO, 100% 3 nM vasopressin; activation, % at 3 µM; 320,000 compounds, 0.25% hits;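 active = activation above the mean activation of all tested compounds plus 3 SD, per screening run, cut at about 20% in these data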;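 note: signal is peak over basal fluorescence ratio across a 100 second FLIPR read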
Target sequence (P37288 whole entry, looked up): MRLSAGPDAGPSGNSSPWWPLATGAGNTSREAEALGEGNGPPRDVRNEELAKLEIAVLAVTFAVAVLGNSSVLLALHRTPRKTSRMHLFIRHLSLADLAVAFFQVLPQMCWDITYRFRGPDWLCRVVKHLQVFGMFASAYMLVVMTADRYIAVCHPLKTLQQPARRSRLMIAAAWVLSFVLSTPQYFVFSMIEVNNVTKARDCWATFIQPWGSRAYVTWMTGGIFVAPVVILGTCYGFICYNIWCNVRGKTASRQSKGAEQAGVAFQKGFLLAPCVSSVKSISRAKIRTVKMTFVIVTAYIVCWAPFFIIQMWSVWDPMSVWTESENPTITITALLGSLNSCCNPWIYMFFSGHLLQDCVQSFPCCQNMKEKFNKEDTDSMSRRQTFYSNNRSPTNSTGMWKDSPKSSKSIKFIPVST
GPR7 antagonist: antagonists of human GPR7 (neuropeptides B/W receptor 1). 290,000 compounds, 1.1% hits. inhibition, % at 4.4 µM. GPR7-expressing cells, fluorescence antagonist assay. AID 1861; in the data active = inhibition above about 16%, passing the limit was not always enough;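 note: cells stimulated with the agonist NPW; 0% = agonist with vehicle and 100% = vehicle without agonist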
MEKK2 mut-MEK5: signal of MEK5 binding to mutant human MEKK2 PB1 domain | bead flow cytometry, Alexa488-MEK5 binding to MEKK2 mutant | percent response, % at 10 µM | 290,000 compounds, 0.35% hits | AID 1530; in the data active = percent response above about 24%, passing the limit was not always enough; note: inactives centre near 1; some results filed as inactive read as strong as hits
OXTR potentiator: human OXTR potentiation; activation, % at 3 µM; P30559; 320,000 compounds, 0.061% hits; CHO-OTR cells, Fluo-8 calcium fluorescence, potentiator mode; 0% = oxytocin EC15, 100% = EC100; AID 2445;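 active = activation above that plate's cutoff, the mean activation of tested compounds plus 3 SD, cut at about 6.6% in these data, passing the limit was not always enough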;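 note: 100% uses oxytocin at 75 nM as the full agonist control; some results filed as inactive read as strong as hits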
Target sequence (P30559 whole entry, looked up): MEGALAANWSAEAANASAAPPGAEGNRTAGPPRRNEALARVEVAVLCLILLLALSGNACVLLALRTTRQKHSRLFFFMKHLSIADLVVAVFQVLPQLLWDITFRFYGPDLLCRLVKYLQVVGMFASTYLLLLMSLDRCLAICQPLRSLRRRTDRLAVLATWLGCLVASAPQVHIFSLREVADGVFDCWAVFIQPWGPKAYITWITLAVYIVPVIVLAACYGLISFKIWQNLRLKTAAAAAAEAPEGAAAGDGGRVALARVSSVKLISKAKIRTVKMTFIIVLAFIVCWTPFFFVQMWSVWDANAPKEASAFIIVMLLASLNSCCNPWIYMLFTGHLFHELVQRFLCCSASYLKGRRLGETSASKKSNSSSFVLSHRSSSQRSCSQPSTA
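Measured by – Fluo-8 calcium dye fluorescence · Test system – human OTR in CHO cells · Dosing – one concentration, 3.0 µM compound · Controls – EC15 oxytocin alone as 0%, 75 nM oxytocin as 100% · Evaluation – normalized max/min fluorescence ratio, % activation · Timing – 6 min pre-incubation, 100 s read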
OXTR agonist: agonists of human oxytocin receptor | CHO-OTR cells, Fluo-8 calcium fluorescence; normalized: DMSO 0%, oxytocin 100% | activation, % at 3 µM | 320,000 compounds, 0.32% hits | AID 2435;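 active = activation above the mean of all tested compounds plus 3 SD, cutoff set per screening run, cut at about 20% in these data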;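 note: peak over basal fluorescence ratio from a 100 s FLIPR kinetic read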
M18AAP inhibitor: PfM18AAP enzyme inhibition; 290,000 compounds, 1.2% hits; inhibition, % at 7.35 µM; recombinant PfM18AAP, H-Glu-NHMec fluorogenic cleavage;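 active = inhibition above the campaign mean inhibition over all tested compounds plus 3 SD, cut at about 28% in these data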;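 note: 0% = plate median of test compound wells and 100% = 2 mM ZnCl2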
GalR3 antagonist: antagonists of human GalR3; AID 651719; HEK293 GalR3-CNG cAMP membrane potential fluorescence; galR3 body fused to GalR1 C-terminus; O60755; inhibition, % at 3 µM; 360,000 compounds, 0.44% hits;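 active = inhibition above the screen-wide average plus 3 SD, cut at about 13% in these data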;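 note: forskolin and galanin both at EC90 stimulate the cells; cAMP rise reported by CNG channel membrane potential dye signal; 0% = forskolin plus galanin with DMSO and 100% = forskolin alone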
MEKK2wt PB1 HTS: raises or lowers MEK5 binding to wildtype human MEKK2 PB1 domain; 290,000 compounds, 1.1% hits; binding response (% of control), % at 10 µM; bead flow cytometry, Alexa488-MEK5 binding to MEKK2 WT; actives lie on both sides; in the data active = binding response below about 67% or above about 130%
NALP1 inh: NALP1 inhibition | S. cerevisiae NALP1/ASC/caspase-1 growth, X-gal OD620, 72 h | inhibition, % at 10 µM | 280,000 compounds, 0.61% hits; in the data active = inhibition mostly above about 24%, no sharp cut-off; inactive = mostly below about 32%; note: some compounds called inactive have numbers as strong as hits
Starred values were filed as active, the others as inactive; x = not tested or not shown; [ ] = remark or other dose. This is a random part of the collection; any-hit rate near 4.1%.

1: O=C(NCCN1CCOCC1)/C(=C/c1ccco1)NC(=O)c1ccccc1
2: O=C(CCc1nnc(CCCCc2ccccc2)o1)N1CCCCC1CCO (stereo unspecified)
3: O=C(OC1CCOC1=O)C1CCN(S(=O)(=O)c2c(Cl)cccc2Cl)CC1 (stereo unspecified)
4: Cc1ccc(/C=C/C(=O)Nc2nccs2)o1
5: O=C1C(Cl)=C(Nc2ccccc2O)C(=O)N1CCc1ccccc1
6: COCc1c(C(=O)N/N=C/c2ccc(C)o2)nnn1-c1nonc1N
7: O=C(N/N=C/c1cccc([N+](=O)[O-])c1)c1cc2c(ccc3ccccc32)o1
8: CCOC(=O)c1c(CN(CC)CC)oc2ccc(OC)cc12

assay / compound	1	2	3	4	5	6	7	8
V1R ag counter	0.6	-0.1	0.0	0.1	2.5	1.5	-0.4	0.0
GPR7 antagonist	-9	-5	x	0	-7	-11	3	-10
MEKK2 mut-MEK5	2	-32	x	3	-2	-1	x	1
OXTR potentiator	-1	-4	-8	-2	-2	0	1	-5
OXTR agonist	-0.5	0.8	-0.3	-1.8	1.4	1.2	0.6	-0.8
M18AAP inhibitor	5	-10	x	8	15	5	-6	-5
GalR3 antagonist	-4	1	-5	0	-2	-10	-2	1
MEKK2wt PB1 HTS	100	78	x	103	95	101	x	106
NALP1 inh	5	x	x	36	23	14	1	6

9: CCC(=O)Nc1cc(-c2nc3ncccc3o2)ccc1Cl
10: COc1ccccc1CCC(=O)Nc1cccc(S(=O)(=O)N2CCCCCC2)c1
11: COc1ccc(N(CC(=O)NC2CCCCC2)C(=O)c2ccc(C)s2)cc1OC
12: CC(C)NC(=O)Nc1ccc2c(c1)CC(=O)N([C@@H](C)CO)C[C@H](C)[C@@H](CN(C)C(=O)NC1CCCCC1)O2
13: CCCCNC(=O)CSc1nc2cc3c(cc2c(=O)n1CCC(=O)NCCc1ccc(OC)c(OC)c1)OCO3
14: CC(C)(Oc1ccc(Cl)cc1)C(=O)NCc1ccncc1
15: Cc1ccc(N2C(=O)C3C=NNC3C2=O)cc1 (stereo unspecified)
16: O=C(CCN1C(=O)c2ccccc2C1=O)C1=NN[C@@H]2C(=O)N(c3ccc4c(c3)OCCO4)C(=O)[C@H]12

assay / compound	9	10	11	12	13	14	15	16
V1R ag counter	0.4	0.4	-0.2	1.2	-0.6	-0.7	2.1	0.5
GPR7 antagonist	-1	x	11	x	-6	8	-8	-2
MEKK2 mut-MEK5	16	x	-3	x	-7	-4	-10	-1
OXTR potentiator	-6	-17	-7	5	-20	0	-9	-13
OXTR agonist	-0.6	-1.3	-0.6	1.6	-2.0	2.0	0.7	-0.7
M18AAP inhibitor	-4	x	-10	x	-3	5	-1	17
GalR3 antagonist	0	2	-11	-5	1	-5	-5	-1
MEKK2wt PB1 HTS	116	x	97	x	93	93	91	99
NALP1 inh	19	x	20	x	17	38	-9	10

17: CCN(CC)CCCNC(=O)c1cc(-c2cccc(Cl)c2)on1
18: CCSCCNC(=O)c1cncc(Br)c1
19: COc1ccc(-n2nc3c(c2NC(=O)c2ccc(Br)cc2)CS(=O)C3)cc1 (stereo unspecified)
20: N#Cc1ccc(CSc2nnc(NC(=O)CCc3nc4ccccc4c(=O)[nH]3)s2)cc1
21: Fc1cccc(CN2CCN(Cc3nc(-c4cnccn4)no3)CC2)c1
22: O=C(COC(=O)Cn1cnc2ccccc2c1=O)Nc1ccc(Cl)cc1
23: O=C(NCc1ccco1)c1ccc(Br)s1
24: Cc1ccc(C2CC(c3ccccc3)=NN2C(=S)Nc2ccccc2)o1 (stereo unspecified)

assay / compound	17	18	19	20	21	22	23	24
V1R ag counter	1.8	2.9	2.7	-0.3	1.2	1.7	-0.2	0.8
GPR7 antagonist	-7	-7	4	x	4	-6	0	1
MEKK2 mut-MEK5	-12	8	1	x	0	31	7	7
OXTR potentiator	-2	-4	-7	-3	0	-8	-2	-4
OXTR agonist	1.0	-0.8	0.4	0.8	0.2	1.3	-2.1	-0.9
M18AAP inhibitor	4	-1	-7	x	2	-1	0	-12
GalR3 antagonist	-4	-1	7	-4	-4	-4	-8	-5
MEKK2wt PB1 HTS	91	102	101	x	94	114	111	98
NALP1 inh	-36	15	1	x	4	28	25	0

Reprinted at random: 3 compounds from above, in no set order.
18: CCSCCNC(=O)c1cncc(Br)c1
11: COc1ccc(N(CC(=O)NC2CCCCC2)C(=O)c2ccc(C)s2)cc1OC
23: O=C(NCc1ccco1)c1ccc(Br)s1

assay / compound	18	11	23
V1R ag counter	2.9	-0.2	-0.2
GPR7 antagonist	-7	11	0
MEKK2 mut-MEK5	8	-3	7
OXTR potentiator	-4	-7	-2
OXTR agonist	-0.8	-0.6	-2.1
M18AAP inhibitor	-1	-10	0
GalR3 antagonist	-1	-11	-8
MEKK2wt PB1 HTS	102	97	111
NALP1 inh	15	20	25

More results follow:
25: CCOC(=O)[C@@H]1[C@H]2COc3ccccc3[C@H]2N2C(=O)N(c3ccc(C)cc3)C(=O)[C@]12C
26: O=C(NCCCCCNC(=O)c1ccccn1)c1ccccn1
27: CC12CCC(C(=O)Nc3ccccc3Br)(C/C1=N\O)C2(C)C (stereo unspecified)
28: COCCCN(C(=S)Nc1ccc(C)cc1Cl)C(C)c1ccncc1 (stereo unspecified)
29: Cc1ccc(CNC(=O)c2ccc(C)s2)cc1
30: CCn1cnc2sc(C(=O)N(Cc3ccc(N(C)C)cc3)Cc3ccco3)c(C)c2c1=O
31: Cc1nn(C)cc1/C=C(/C#N)C(N)=O
32: CC1CC(C)CN(C(=O)C2CC(=O)N(c3ccc4c(c3)OCCO4)C2)C1 (stereo unspecified)

assay / compound	25	26	27	28	29	30	31	32
V1R ag counter	-0.9	0.1	-0.7	0.0	-2.1	-0.4	0.2	0.9
GPR7 antagonist	10	-2	-5	-6	x	-9	-9	x
MEKK2 mut-MEK5	-3	0	-3	0	x	0	1	x
OXTR potentiator	-8	-14	-6	-9	-5	-28	3	-5
OXTR agonist	-0.9	-0.7	-1.5	0.1	-2.2	-1.7	-0.1	0.0
M18AAP inhibitor	-2	-16	3	-3	x	11	1	x
GalR3 antagonist	-5	-8	0	-1	0	6	0	1
MEKK2wt PB1 HTS	107	94	100	106	x	102	109	x
NALP1 inh	-2	-15	16	24	x	29	11	x

33: Cc1ccc(CN(C)C(=O)CCNS(=O)(=O)c2ccccc2)o1
34: CSCCC(NC(=O)COc1ccccc1)C(=O)N1CC(C)CC(C)C1 (stereo unspecified)
35: CC(Oc1ccc(F)cc1)C(=O)N1CCN(c2ncccn2)CC1 (stereo unspecified)
36: COc1ccc2c(c1)CC[C@@H]1[C@@H]2CC[C@]2(C)[C@@H](C(C)=O)C[C@@H]12
37: COc1cc(/C=N\Nc2cc(=O)n(C)c(=O)n2C)ccc1O
38: Cc1cc(C(=O)OCC(=O)NC2CCS(=O)(=O)C2)c2ccccc2n1 (stereo unspecified)
39: CCc1cc(C(=O)c2ccc(OC)cc2)c(NC(=O)CN2CCCCC2)s1
40: CN(C(=O)c1cccc(S(=O)(=O)N2CCOCC2)c1)c1c(N)n(Cc2ccccc2)c(=O)[nH]c1=O

assay / compound	33	34	35	36	37	38	39	40
V1R ag counter	-0.1	0.0	0.0	2.6	0.1	1.1	-0.9	0.9
GPR7 antagonist	x	x	1	x	-4	-6	-9	x
MEKK2 mut-MEK5	x	x	6	x	2	1	-4	x
OXTR potentiator	-4	-4	-13	-6	0	0	-11	-3
OXTR agonist	0.0	-1.2	-1.2	0.0	-0.8	1.1	-0.6	0.2
M18AAP inhibitor	x	x	-15	x	7	2	-1	x
GalR3 antagonist	-6	-5	1	1	-4	-1	-2	-6
MEKK2wt PB1 HTS	x	x	111	x	101	97	102	x
NALP1 inh	x	x	13	x	-2	8	1	x

41: CCOC(=O)COc1ccc(C(=O)Nc2cccc(Cl)c2C)cc1
42: COc1ccc(C(=O)NC2CCN(CC(=O)NCc3ccccc3F)CC2)cc1
43: CCOC(=O)CSc1nc2cc3c(cc2cc1CC)OCCO3
44: CN(c1ccc(OCC(=O)Nc2nc3ccccc3s2)cc1)S(=O)(=O)c1ccccc1
45: O=C(CSc1ccc(-c2cccnc2)nn1)N1CCCCCC1
46: COc1cccc(NC(=O)CSc2nnc(-c3ccoc3C)n2-c2ccccc2)c1
47: CCOC(=O)CNc1c(N2CCN(c3ccccn3)CC2)c(=O)c1=O
48: CC(=O)Nc1ccc(NC(=O)CSc2nc3ccccc3nc2N2CCCCC2)cc1

assay / compound	41	42	43	44	45	46	47	48
V1R ag counter	0.8	0.7	-0.1	5.2	0.3	-1.1	0.2	-0.3
GPR7 antagonist	4	-7	8	-6	-14	3	3	2
MEKK2 mut-MEK5	0	2	3	-6	-1	6	10	0
OXTR potentiator	3	-3	-11	-16	1	-5	-2	-2
OXTR agonist	0.3	0.2	-1.2	2.2	0.5	-2.5	-0.3	-0.4
M18AAP inhibitor	8	-7	-1	3	-3	-5	-2	4
GalR3 antagonist	-5	-7	-5	-4	4	-5	1	-6
MEKK2wt PB1 HTS	100	103	102	84	106	104	112	99
NALP1 inh	16	19	-20	32	22	-7	-16	19

49: Nc1cc(=O)nc(SCC(=O)NC2CCCCC2)n1-c1ccccc1
50: NSc1nc(N)c2nc(-c3ccccc3)c(-c3ccccc3)nc2n1
51: CC1=C(C(=O)OCC(C)C)C2(O)C(=O)c3ccccc3C2(O)N1 (stereo unspecified)
52: CCN(CC(=O)NC1CCCC1)S(=O)(=O)c1ccc(Br)cc1
53: Cc1ccc(S(=O)(=O)NNC(=O)c2ccc(O)cc2)cc1
54: COCCNC(=O)C1(C)C=CC2(CCCCC2)N1C(=O)c1ccccc1 (stereo unspecified)
55: CC1(C)Cc2c(C#N)c(N)sc(=S)c2CS1

assay / compound	49	50	51	52	53	54	55
V1R ag counter	0.0	-1.0	1.5	-0.5	-1.1	1.0	2.4
GPR7 antagonist	-6	8	-3	-9	-6	-1	-1
MEKK2 mut-MEK5	4	-6	2	5	22	1	-21
OXTR potentiator	-1	-5	3	-3	-2	-11	-6
OXTR agonist	-0.1	-2.1	0.8	-0.2	0.5	-0.8	0.2
M18AAP inhibitor	0	14	2	-1	28	2	17
GalR3 antagonist	-3	-5	-1	3	1	-7	-2
MEKK2wt PB1 HTS	104	91	105	108	100	108	56*[inhibitor]
NALP1 inh	12	-1	33	-7	23	16	2
